Assay outcomes from PubChem BioAssay.
SENP8 inh = blocks the human protease SENP8; Q96LD8; hit rate 1.2% among 330,000; inhibition, % at 10 µM; purified SENP8, Z-RLRGG-aminoluciferin cleavage, luminescence
Target sequence (Q96LD8 whole entry, looked up): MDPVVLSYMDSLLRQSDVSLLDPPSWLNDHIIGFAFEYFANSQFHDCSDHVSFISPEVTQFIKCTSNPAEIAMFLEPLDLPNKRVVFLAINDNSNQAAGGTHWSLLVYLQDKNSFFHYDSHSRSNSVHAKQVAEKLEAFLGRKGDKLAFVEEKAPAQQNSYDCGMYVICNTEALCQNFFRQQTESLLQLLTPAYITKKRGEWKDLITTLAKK
UBC13 polyUb = inhibitors of human UBC13 polyubiquitin chain formation; TR-FRET; AID 485273; hit rate 0.47% among 330,000; inhibition, % at 20 µM; in the data active means inhibition above about 45%, passing the limit was not always enough
Target sequence (P61088 whole entry, looked up): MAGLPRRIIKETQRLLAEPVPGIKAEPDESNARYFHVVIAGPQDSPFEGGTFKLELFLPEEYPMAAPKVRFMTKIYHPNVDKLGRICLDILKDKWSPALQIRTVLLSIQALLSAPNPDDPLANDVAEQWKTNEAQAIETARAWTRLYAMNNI
Jurkat NFkB inh = lowers PMA/ionomycin-induced NF-kB signal in Jurkat cells | inhibition, % at 4 µM | PMA/ionomycin-induced NF-kB luciferase reporter, luminescence | hit rate 0.53% among 330,000 | AID 435003
697 NFkB inh = inhibitors of the PMA/ionomycin-induced NF-kB reporter in 697 B cells | 697 B-cell NF-kB luciferase reporter, 16 h | inhibition, % at 4 µM | hit rate 0.33% among 330,000; in the data active means inhibition above about 35%
EBI2 block = antagonists of human EBI2 receptor; inhibition, % at 5 µM; hit rate 0.81% among 360,000; EBI2 beta-arrestin recruitment, luminescence, 7a,25-OHC stimulated; AID 651636; in the data active means inhibition above about 38%;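 further: enzyme fragment complementation signal reports receptor beta-arrestin coupling in cells; 0% = agonist plus DMSO wells and 100% = wells without agonist; some results beyond the cut were filed as inactive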
Target sequence (P32249 whole entry, looked up, the tested form may be a part): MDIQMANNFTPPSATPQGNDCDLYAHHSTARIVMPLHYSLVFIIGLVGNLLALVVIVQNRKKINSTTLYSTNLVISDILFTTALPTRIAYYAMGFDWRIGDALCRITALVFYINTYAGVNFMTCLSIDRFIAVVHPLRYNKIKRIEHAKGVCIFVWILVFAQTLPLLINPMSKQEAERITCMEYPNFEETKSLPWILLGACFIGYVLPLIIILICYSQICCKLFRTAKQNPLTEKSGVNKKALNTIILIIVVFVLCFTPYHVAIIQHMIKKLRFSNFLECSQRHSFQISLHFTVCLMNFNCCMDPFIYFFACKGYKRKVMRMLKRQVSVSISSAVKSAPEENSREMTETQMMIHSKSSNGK
Gli-Sufu antag = antagonists of Gli-Sufu signaling; hit rate 0.74% among 340,000; Sufu-KO-LIGHT fibroblasts, Gli luciferase reporter luminescence; inhibition, % at 5 µM; AID 588413;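 active means inhibition above about 55%, limit read from the data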;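 further: 0% = DMSO-treated cells and 100% = wells with medium but no cells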
CCR6 antagonist = CCR6 (human) receptor antagonism. hit rate 0.49% among 340,000. P51684. inhibition, % at 20 µM. AID 493098. CHO-K1 CCR6 PathHunter beta-arrestin, luminescence, CCL20-stimulated;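 active means compounds whose inhibition of the agonist-driven luminescence signal at 20 µM reaches about 50%, limit read from the data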;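 further: cells stimulated with CCL20 at 14 nM final; plate controls were DMSO with CCL20 for no effect and DMSO without agonist for full effect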
Apaf1 inhib = inhibitors of human Apaf-1 apoptosome | O14727 | reconstituted apoptosome caspase-3 activity, DEVD-Rh110 fluorescence | inhibition, % at 20 µM | hit rate 0.71% among 330,000 | AID 489030; active means inhibition of at least 40% at 20 µM;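 further: plate controls were DMSO wells for no effect and DEVD-CHO caspase inhibitor wells for full effect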
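Assay system: Apoptosome proteins | Medium: pH 7.5 Hepes buffer with CHAPS, BSA, DTT | Also added: Cytochrome c and DEVD-Rh110 substrate | Times: 30 min plus 50 min, RT | Detection: Rhodamine 110 fluorescence at Ex 480/Em 540 nm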
Starred values were filed as active, the others as inactive. Unless noted, no stated cut-off is given here; in the data, active means inhibition above about 50%; inactive means the rest. Some of the compounds tested. The share of hits here may be higher or lower than overall.

Screening O=C(Nc1ccc(N2CCOCC2)cc1)c1cccc2ccccc12 returned SENP8 inh 1, UBC13 polyUb 6, Jurkat NFkB inh 24, 697 NFkB inh -7, EBI2 block 1, Gli-Sufu antag 37, CCR6 antagonist 13 and Apaf1 inhib 2.
Screening CN(C)S(=O)(=O)c1ccc(Cl)c(NC(=O)CN2CCN(Cc3ccc4c(c3)OCO4)CC2)c1 returned SENP8 inh -7, UBC13 polyUb -8, Jurkat NFkB inh 4, 697 NFkB inh -17, EBI2 block -4, Gli-Sufu antag 3, CCR6 antagonist 7 and Apaf1 inhib 7.
COc1cccc(CNC(=O)N2CCN(S(=O)(=O)c3ccc(C)cc3)CC2)c1 was read as SENP8 inh -1, UBC13 polyUb 6, Jurkat NFkB inh -7, 697 NFkB inh 7, EBI2 block -4, Gli-Sufu antag 19, CCR6 antagonist 11 and Apaf1 inhib 8.
For N=c1n(Cc2ccc(Cl)cc2)c2ccccc2n1CC(O)COc1ccccc1 (stereo unspecified) the results were SENP8 inh -6, UBC13 polyUb 32, Jurkat NFkB inh 19, 697 NFkB inh -13, EBI2 block -4, Gli-Sufu antag 53, CCR6 antagonist -3 and Apaf1 inhib 34.
`CSCCC(NC(=O)c1ccccc1)C(=O)N1CC=C(c2ccccc2)CC1` (stereo unspecified) gave SENP8 inh -5, UBC13 polyUb -6, Jurkat NFkB inh 17, 697 NFkB inh -40, EBI2 block 15, Gli-Sufu antag 15, CCR6 antagonist 28 and Apaf1 inhib 25.
`Cc1noc(C)c1C(=O)OCC(=O)Nc1cc(Cl)ccc1Oc1ccccc1` gave SENP8 inh -8, UBC13 polyUb -6, Jurkat NFkB inh 9, 697 NFkB inh -5, EBI2 block 16, Gli-Sufu antag 1, CCR6 antagonist 23 and Apaf1 inhib 22.
`CC(=O)Oc1ccc2c(=O)c(N3C(=O)c4ccccc4C3=O)c(C)oc2c1` gave SENP8 inh 2, UBC13 polyUb 3, Jurkat NFkB inh 0, 697 NFkB inh -13, EBI2 block -11, Gli-Sufu antag -1, CCR6 antagonist 6 and Apaf1 inhib -3.
Screening CCCn1c(N)c(C(=O)CN2CCc3ccccc3C2)c(=O)n(C)c1=O returned SENP8 inh -1, UBC13 polyUb 1, Jurkat NFkB inh 7, 697 NFkB inh -10, EBI2 block 1, Gli-Sufu antag -6, CCR6 antagonist 15 and Apaf1 inhib 0.
COc1ccccc1N1CCN(C2CCCN(S(=O)(=O)c3ccccc3)C2)CC1 (stereo unspecified) was read as SENP8 inh -13, UBC13 polyUb -1, Jurkat NFkB inh 4, 697 NFkB inh -15, EBI2 block -9, Gli-Sufu antag 16, CCR6 antagonist 17 and Apaf1 inhib 8.
For O=C(OCCN1CCCCC1)c1c[nH]c2ccccc12 the results were SENP8 inh -6, UBC13 polyUb -12, Jurkat NFkB inh -17, 697 NFkB inh -5, EBI2 block 5, Gli-Sufu antag 14, CCR6 antagonist -11 and Apaf1 inhib 8.
COc1cccc(C(=O)N2CCN(Cc3ccccc3[N+](=O)[O-])CC2)c1 was read as SENP8 inh -9, UBC13 polyUb -20, Jurkat NFkB inh -10, 697 NFkB inh -5, EBI2 block -3, Gli-Sufu antag -8, CCR6 antagonist 0 and Apaf1 inhib 1.
`CCn1c(Cc2ccccc2)nnc1SCC(=O)c1c(N)n(C2CC2)c(=O)[nH]c1=O` gave SENP8 inh -6, UBC13 polyUb 4, Jurkat NFkB inh 18, 697 NFkB inh 16, EBI2 block -17, Gli-Sufu antag 3, CCR6 antagonist 10 and Apaf1 inhib -4.
For Cc1cc(C(=O)NCCCN2CCN(c3cc(Cl)ccc3C)CC2)n(-c2ccccc2)n1 the results were SENP8 inh -17, UBC13 polyUb 14, Jurkat NFkB inh 19, 697 NFkB inh -23, EBI2 block 6, Gli-Sufu antag 4, CCR6 antagonist 12 and Apaf1 inhib 28.
For COC(=O)c1ccc2c(=O)n(CCCCCC(=O)NCc3ccc4c(c3)OCO4)c(=O)[nH]c2c1 the results were SENP8 inh 0, UBC13 polyUb -3, Jurkat NFkB inh 8, 697 NFkB inh 11, EBI2 block 7, Gli-Sufu antag 8, CCR6 antagonist 4 and Apaf1 inhib -15.
`O=C(N/N=C/c1ccc(Cl)cc1)C(=O)N1CCCCCC1` gave SENP8 inh 3, UBC13 polyUb 1, Jurkat NFkB inh -1, 697 NFkB inh -10, EBI2 block 7, Gli-Sufu antag -10, CCR6 antagonist 5 and Apaf1 inhib 8.
`CCOC(=O)c1cnn(-c2nc3c(C)cccc3s2)c1C` gave SENP8 inh -11, UBC13 polyUb -6, Jurkat NFkB inh -32, 697 NFkB inh -35, EBI2 block 15, Gli-Sufu antag 10, CCR6 antagonist 4 and Apaf1 inhib 15.
For COc1ccc(CN2CCNC(=O)C2CC(=O)NC2CCCCCC2)c(F)c1 (stereo unspecified) the results were SENP8 inh -7, UBC13 polyUb 0, Jurkat NFkB inh 13, 697 NFkB inh -11, EBI2 block -9, Gli-Sufu antag 8, CCR6 antagonist 16 and Apaf1 inhib 19.
Screening COc1ccc(Br)cc1CNC(=O)CCCc1cn(C)c2ccccc12 returned SENP8 inh -2, UBC13 polyUb 9, Jurkat NFkB inh 11, 697 NFkB inh 11, EBI2 block 7, Gli-Sufu antag 7, CCR6 antagonist 20 and Apaf1 inhib 22.
Cc1cc(NC(=O)c2ccc3nc(-c4ccccc4)c(-c4ccccc4)nc3c2)no1 was read as SENP8 inh -6, UBC13 polyUb 9, Jurkat NFkB inh -9, 697 NFkB inh -4, EBI2 block 10, Gli-Sufu antag 0, CCR6 antagonist -4 and Apaf1 inhib 14.
Screening O=C(NCc1ccccc1)Nc1cccn(Cc2ccccc2)c1=O returned SENP8 inh -15, UBC13 polyUb -2, Jurkat NFkB inh 5, 697 NFkB inh -13, EBI2 block 0, Gli-Sufu antag -9, CCR6 antagonist 18 and Apaf1 inhib 0.
For COC(=O)CNC(=O)C1CC(=O)N(CCc2ccc(F)cc2)C1 (stereo unspecified) the results were SENP8 inh -1, UBC13 polyUb 3, Jurkat NFkB inh 3, 697 NFkB inh -3, EBI2 block -1, Gli-Sufu antag -10, CCR6 antagonist 1 and Apaf1 inhib -5.
`O=C(CC(O)(c1ccccc1)C(F)(F)C(F)F)c1cccs1` (stereo unspecified) gave SENP8 inh 5, UBC13 polyUb 6, Jurkat NFkB inh -5, 697 NFkB inh 14, EBI2 block -10, Gli-Sufu antag 5, CCR6 antagonist -14 and Apaf1 inhib 7.
CCCCn1c(N)c(N(CC(C)C)C(=O)c2c(CC)noc2C)c(=O)[nH]c1=O was read as SENP8 inh -6, UBC13 polyUb -3, Jurkat NFkB inh 1, 697 NFkB inh -2, EBI2 block -7, Gli-Sufu antag -3, CCR6 antagonist 6 and Apaf1 inhib -6.
Screening COc1cc(NC(=O)c2cccc([N+](=O)[O-])c2)ccc1NC(=O)c1cc2ccccc2o1 returned SENP8 inh -2, UBC13 polyUb 2, Jurkat NFkB inh 5, 697 NFkB inh 5, EBI2 block -10, Gli-Sufu antag 0, CCR6 antagonist -2 and Apaf1 inhib 1.

Grouped by structure: the entries above with an NH in an aromatic ring
For O=C(OCCN1CCCCC1)c1c[nH]c2ccccc12 the results were SENP8 inh -6, UBC13 polyUb -12, Jurkat NFkB inh -17, 697 NFkB inh -5, EBI2 block 5, Gli-Sufu antag 14, CCR6 antagonist -11 and Apaf1 inhib 8.
`CCn1c(Cc2ccccc2)nnc1SCC(=O)c1c(N)n(C2CC2)c(=O)[nH]c1=O` gave SENP8 inh -6, UBC13 polyUb 4, Jurkat NFkB inh 18, 697 NFkB inh 16, EBI2 block -17, Gli-Sufu antag 3, CCR6 antagonist 10 and Apaf1 inhib -4.
For COC(=O)c1ccc2c(=O)n(CCCCCC(=O)NCc3ccc4c(c3)OCO4)c(=O)[nH]c2c1 the results were SENP8 inh 0, UBC13 polyUb -3, Jurkat NFkB inh 8, 697 NFkB inh 11, EBI2 block 7, Gli-Sufu antag 8, CCR6 antagonist 4 and Apaf1 inhib -15.
CCCCn1c(N)c(N(CC(C)C)C(=O)c2c(CC)noc2C)c(=O)[nH]c1=O was read as SENP8 inh -6, UBC13 polyUb -3, Jurkat NFkB inh 1, 697 NFkB inh -2, EBI2 block -7, Gli-Sufu antag -3, CCR6 antagonist 6 and Apaf1 inhib -6.

Other compounds:
`CCN(CC)S(=O)(=O)c1cc(C(=O)N=c2sccn2C)ccc1OC` gave SENP8 inh 8, UBC13 polyUb -4, Jurkat NFkB inh -3, 697 NFkB inh 25, EBI2 block -8, Gli-Sufu antag 1, CCR6 antagonist -4 and Apaf1 inhib -4.
O=C(N/N=C/c1cccs1)C1CC(=O)N(c2ccccc2)C1 (stereo unspecified) was read as SENP8 inh 0, UBC13 polyUb 5, Jurkat NFkB inh 3, 697 NFkB inh 7, EBI2 block 1, Gli-Sufu antag -2, CCR6 antagonist 1 and Apaf1 inhib -18.
For Cc1ccc(-n2c(N)c(C(N)=O)sc2=S)cc1 the results were SENP8 inh 0, UBC13 polyUb -3, Jurkat NFkB inh 14, 697 NFkB inh 9, EBI2 block -7, Gli-Sufu antag 13, CCR6 antagonist 12 and Apaf1 inhib 0.
For CC(C)C(=O)Nc1nnn(C)n1 the results were SENP8 inh 5, UBC13 polyUb 13, Jurkat NFkB inh 5, 697 NFkB inh 17, EBI2 block -1, Gli-Sufu antag 8, CCR6 antagonist 7 and Apaf1 inhib -1.
`O=C(NCc1cccs1)C1CC(=O)N(C2CCCC2)C1` (stereo unspecified) gave SENP8 inh 3, UBC13 polyUb 0, Jurkat NFkB inh -6, 697 NFkB inh 7, EBI2 block 1, Gli-Sufu antag -13, CCR6 antagonist 8 and Apaf1 inhib -11.
For CCOc1cc(S(=O)(=O)N(CC)CC)ccc1Cl the results were SENP8 inh -2, UBC13 polyUb 8, Jurkat NFkB inh 3, 697 NFkB inh 11, EBI2 block -5, Gli-Sufu antag -8, CCR6 antagonist 17 and Apaf1 inhib 6.
Screening COc1ccccc1CNC(=O)CN1C(=O)NC(C)(c2ccc(C)cc2)C1=O (stereo unspecified) returned SENP8 inh -8, UBC13 polyUb -7, Jurkat NFkB inh -9, 697 NFkB inh 4, EBI2 block -9, Gli-Sufu antag -17, CCR6 antagonist 8 and Apaf1 inhib 0.
Screening O=C1CC(NNc2ccccc2)C(=O)N1c1cccc(Cl)c1 (stereo unspecified) returned SENP8 inh -2, UBC13 polyUb -7, Jurkat NFkB inh 0, 697 NFkB inh 5, EBI2 block -3, Gli-Sufu antag 1, CCR6 antagonist 23 and Apaf1 inhib 0.
`CC1=C(C(=O)OCc2ccccc2)C(c2cccnc2)n2nnnc2N1` (stereo unspecified) gave SENP8 inh -8, UBC13 polyUb -7, Jurkat NFkB inh 6, 697 NFkB inh 0, EBI2 block -11, Gli-Sufu antag 4, CCR6 antagonist 3 and Apaf1 inhib -3.
`CCOC(=O)N1CCC(N2Cc3cccc(C(=O)N4CCN(c5cccc(Cl)c5)CC4)c3C2=O)CC1` gave SENP8 inh 7, UBC13 polyUb -17, Jurkat NFkB inh -24, 697 NFkB inh -18, EBI2 block -9, Gli-Sufu antag 3, CCR6 antagonist 4 and Apaf1 inhib 15.
For CC(C(=O)Nc1ccccc1)N(C)Cc1cccs1 (stereo unspecified) the results were SENP8 inh 3, UBC13 polyUb 4, Jurkat NFkB inh 20, 697 NFkB inh 2, EBI2 block 4, Gli-Sufu antag -8, CCR6 antagonist 16 and Apaf1 inhib 6.
Screening CCOC(=O)CSc1nnc2cc(C)c3ccccc3n12 returned SENP8 inh 2, UBC13 polyUb 1, Jurkat NFkB inh -6, 697 NFkB inh 12, EBI2 block -6, Gli-Sufu antag -1, CCR6 antagonist 0 and Apaf1 inhib 2.
For CC1(C)CC2CC(C)(CN2C(=O)c2ccc([N+](=O)[O-])cc2[N+](=O)[O-])C1 (stereo unspecified) the results were SENP8 inh -4, UBC13 polyUb 5, Jurkat NFkB inh 7, 697 NFkB inh -1, EBI2 block -11, Gli-Sufu antag 6, CCR6 antagonist -7 and Apaf1 inhib 6.
For O=C(Cn1nc(Cc2cccnc2)c2ccccc2c1=O)N1CCN(c2ccccn2)CC1 the results were SENP8 inh 1, UBC13 polyUb -2, Jurkat NFkB inh -1, 697 NFkB inh 7, EBI2 block 2, Gli-Sufu antag -6, CCR6 antagonist 19 and Apaf1 inhib 0.
